# GRIN3A LBD mod – NR3A (human) ligand-binding domain modulation | hit rate 2.5% among 340,000 | AID 1259313 | Tm shift relative to glycine control, % at 25 µM | NR3A LBD differential scanning fluorimetry, Tm shift; 0% = protein alone, 100% = glycine-bound protein;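 active means melting temperature shift of at least 10% of the positive control shift, at one fixed dose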
# ATG4B inh – ATG4B (human) cysteine protease inhibition | ATG4B cleavage of LC3-PLA2, NBD-HPC fluorescence, 1 h | inhibition, % at 8.33 µM | hit rate 0.51% among 340,000 | AID 504462; in the data active means inhibition above about 40%
# SENP1 FRET inh – SENP1 (human) catalytic domain inhibition. recombinant SENP1 catalytic domain, CyPet-SUMO1-YPet FRET cleavage. inhibition, % at 10 µM. hit rate 0.21% among 360,000;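 active means inhibition at least 30% at 10 µM, raw YFP signal under a set limit, fluorescence ratio 0.5 to 1.5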;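 further: 0% = enzyme with DMSO and 100% = no enzyme wells; some results filed as inactive read as strong as hits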
#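 Test system: hSENP1 catalytic domain, recombinant; Amount: 20 pM final SENP1 enzyme; Medium: Tris pH 8 buffer plus EDTA, NaCl, BME, BSA, NP40, catalase; Schedule: 50 min enzyme reaction, room temperature, light-protected; Technique: FRET fluorescence in CFP and YFP emission channels; Controls: no-enzyme wells low, DMSO-plus-enzyme wells high control.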
# MPTP block – blocks calcium-induced mitochondrial swelling | isolated mouse mitochondria, Ca2+ swelling absorbance, 30 min | inhibition, % at 10 µM | hit rate 1.4% among 360,000;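 active means inhibition of 50% or more, scaled per plate between neutral and stimulator controls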;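 further: 0% = DMSO wells given calcium and 100% = 1 mM EGTA wells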
# PfG6PD inh – PfG6PD (Plasmodium falciparum) enzyme inhibition; hit rate 0.78% among 350,000; inhibition, % at 20 µM; PfGluPho enzyme, NADPH resazurin-diaphorase fluorescence;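 active means inhibition reaching at least a set limit at 20 µM in the primary screen, cut at about 59% in these data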;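 further: 0% = DMSO wells with substrate and 100% = DMSO wells lacking glucose-6-phosphate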
# SENP8 block – SENP8 (human) protease inhibition. hit rate 0.64% among 360,000. recombinant SENP8, Nedd8 substrate fluorescence. inhibition, % at 20 µM. Q96LD8. AID 602440; in the data active means inhibition mostly above about 40%, no sharp cut-off; inactive means mostly below about 27%
# hIAP act – increases human intestinal alkaline phosphatase activity | P09923 | purified human IAP, CDP-Star luminescence, 30 min; active compounds read high; 1 = vehicle-only enzyme, 0 = enzyme-free background | activation factor at 10 µM | hit rate 0.16% among 330,000;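 active means activation factor of the enzyme at least 2-fold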; further: the source names both 10 and 20 µM as test concentration; values of inactives mirror those of a sister screen read the other way
# Target sequence (P09923 whole entry, looked up): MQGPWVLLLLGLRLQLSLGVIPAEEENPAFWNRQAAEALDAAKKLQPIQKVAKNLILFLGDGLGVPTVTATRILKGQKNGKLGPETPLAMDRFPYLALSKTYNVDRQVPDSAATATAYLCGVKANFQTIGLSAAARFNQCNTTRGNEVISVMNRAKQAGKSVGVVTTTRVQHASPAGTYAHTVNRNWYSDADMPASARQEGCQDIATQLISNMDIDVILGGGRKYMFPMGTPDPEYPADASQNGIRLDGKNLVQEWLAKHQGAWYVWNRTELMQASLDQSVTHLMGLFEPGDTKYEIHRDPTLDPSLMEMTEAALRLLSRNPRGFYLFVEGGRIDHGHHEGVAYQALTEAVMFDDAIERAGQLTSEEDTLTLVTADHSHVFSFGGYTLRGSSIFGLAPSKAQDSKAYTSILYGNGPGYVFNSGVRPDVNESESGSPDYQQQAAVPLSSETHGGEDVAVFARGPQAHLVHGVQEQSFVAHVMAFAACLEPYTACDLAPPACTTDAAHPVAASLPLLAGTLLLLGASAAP
# SENP6 inh – inhibitors of human SENP6 protease; Q9GZR1; AID 2599; inhibition, % at 10 µM; Recombinant SENP6 catalytic domain, aminoluciferin luminescence; hit rate 1.8% among 330,000;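 active means inhibition above about 50% at the single tested dose, limit read from the data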;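 further: plate controls were DMSO wells with enzyme for no effect and DMSO wells lacking enzyme for full effect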
# Target sequence (Q9GZR1 628-1112 limits assumed): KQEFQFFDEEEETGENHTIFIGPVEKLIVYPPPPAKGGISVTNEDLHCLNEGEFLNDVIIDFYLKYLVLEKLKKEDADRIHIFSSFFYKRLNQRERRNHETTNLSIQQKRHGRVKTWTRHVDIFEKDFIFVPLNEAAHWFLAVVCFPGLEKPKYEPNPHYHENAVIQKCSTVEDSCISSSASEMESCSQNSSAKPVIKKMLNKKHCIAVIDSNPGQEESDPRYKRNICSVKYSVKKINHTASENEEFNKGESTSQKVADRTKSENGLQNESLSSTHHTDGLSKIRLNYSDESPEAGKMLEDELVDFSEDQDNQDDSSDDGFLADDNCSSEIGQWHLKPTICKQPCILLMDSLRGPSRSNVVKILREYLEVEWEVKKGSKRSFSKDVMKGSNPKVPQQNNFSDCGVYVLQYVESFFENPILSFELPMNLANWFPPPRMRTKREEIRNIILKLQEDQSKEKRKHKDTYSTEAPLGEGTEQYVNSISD
# Active calls of the source: *; . = no result given.
SMILES,GRIN3A LBD mod,ATG4B inh,SENP1 FRET inh,MPTP block,PfG6PD inh,SENP8 block,hIAP act,SENP6 inh
Cc1ccc(CN(CC(=O)N/N=C/c2ccco2)S(=O)(=O)c2ccc(C)cc2)cc1,-10,12,-1,-0.1,13,7,1,4
COc1cccc(-n2c(SC)nnc2-c2c[nH]c3ccccc23)c1,-1,13,0,1.6,23,1,1,-2
O=C(CSc1ccccc1)NCC1(N2CCOCC2)CCCCC1,-1,-4,1,-2.9,-2,9,1,-1
Cc1ccnc(N2C(=O)C3C4CC(C(Br)C4Br)C3C2=O)c1 (configuration not stated),-1,-7,2,0.2,0,11,0.91,-13
CCN1CCN(c2oc(/C=C/c3ccccc3)nc2C#N)CC1,1,-11,-28,0.9,18,-439,0.99,3
C/C=C/c1ccc(OCC(=O)Nc2cc(C(F)(F)F)ccc2N2CCOCC2)c(OC)c1,5,9,0,0.7,12,1,0.93,-2
Cc1nn(-c2ccccc2)c(C)c1/C=N/n1c(-c2ccccc2Br)n[nH]c1=S,-2,0,2,2.9,23,18,1.1,-9
CCCCCCSc1ccc([C@H]2N[C@@](Cc3ccccc3)(C(=O)OC)[C@H]3C(=O)N(C)C(=O)[C@@H]23)cc1,-8,0,0,-0.2,17,1,1,-1
CC(NC(=S)N1CCN(c2ccccc2)CC1)c1ccccc1 (configuration not stated),0,-10,2,2.2,13,-5,1.1,3
Cc1cccc(NCc2cc(Cl)cc(Cl)c2O)n1,1,22,4,6.7,7,5,1.2,-4
O=C(CSc1ccc(-c2ccco2)nn1)NCCc1ccccc1,0,1,2,-1.3,3,-11,1.2,-16
Cc1ccc(C2Nc3cccc4cccc(c34)N2)s1,-1,3,5,3.9,55,-31,0.99,21
CCCCn1c(N)c(N(CC(C)C)C(=O)CCCc2nc3ccccc3s2)c(=O)[nH]c1=O,1,-1,0,-0.1,-5,11,1,-14
CN(Cc1ccccc1)C(=O)COC(=O)COc1ccc(C#N)cc1,-1,-3,1,-2.2,1,4,1.2,-7
Cc1cc(-n2c(C)cc(C(=O)CSc3nc(N)cc(=O)[nH]3)c2C)no1,-1,-11,-10,23,9,4,1.1,-18
COCCN(C(=O)Cc1cccs1)c1nnc(-c2cccnc2)s1,-1,5,0,2.7,5,7,1.1,2
COc1ccc(CNC(=O)c2c(-c3cc(Cl)c(OC)c(Cl)c3)noc2C)cc1,-8,-13,6,2.1,11,9,0.83,-12
O=C(O)c1cc(S(=O)(=O)N2CCCCC2)sc1Cl,3,-3,1,0.4,-6,2,1.1,-8
COc1cc(C)nc(OCCNC(=O)COc2ccc(Cl)cc2C)n1,-1,3,-62,-5.6,1,21,1.1,-9
CCOc1ccc(Cc2nnc(SCC(=O)Nc3ccc(OC)cc3)n(N)c2=O)cc1,0,7,2,1.6,-20,2,1.1,-10
Cn1c(=O)c2c(SCC(=O)NCc3ccco3)nc(CC(C)(C)C)nc2n(C)c1=O,0,-12,2,-0.7,-7,3,0.91,-2
NS(=O)(=O)c1cccc(NC(=O)CN2CCc3ccccc32)c1,3,-16,-18,1.1,6,-18,1.1,24
C=CCn1c(CCn2c3ccccc3c3ccccc32)n[nH]c1=S,1,6,2,-0.1,-6,2,1.2,-7
COc1cccc(/C=C/C(=O)OCC(=O)Nc2cc(C(F)(F)F)ccc2Cl)c1,-7,6,3,-0.6,4,-364,1,-6
O=S(=O)(NCC1COc2ccccc2O1)c1ccc2ccccc2c1 (configuration not stated),-4,-1,3,7.4,-8,12,0.95,-7
Cc1scc(C(=O)NNC(=S)NC(C)c2ccccc2)c1C (configuration not stated),6,7,3,2.2,-6,16,1.6,4
COCCNC(=O)C(c1ccc(OC)cc1)N(Cc1ccco1)C(=O)CCC(=O)Nc1ccccn1 (configuration not stated),-2,-1,0,1.1,-6,6,0.97,-8
COc1ccc(C2C(C(C)=O)=C(C)Nc3ncnn32)cc1[N+](=O)[O-] (configuration not stated),-1,2,1,-0.8,2,15,0.99,-3
COc1ccc(NC(=O)CSc2nccn2Cc2ccccc2)cc1,1,9,2,-0.1,-6,15,0.97,-2
CCC(C)NC(=O)C1CCN(S(=O)(=O)c2cccc3nonc23)CC1 (configuration not stated),-2,-8,3,0.1,8,10,1.1,-9
COc1cccc(C(=O)Nc2ccc(NC(=O)C3CCCCC3C(=O)O)cc2)c1 (configuration not stated),-1,4,0,-0.3,-9,6,1.1,0
CC(C)CN(C(=O)CN1C(=O)NC2(CCc3ccccc32)C1=O)C1CCS(=O)(=O)C1 (configuration not stated),-2,-1,-27,0.1,-10,-13,0.86,-7
O=C(COc1ccc2ccccc2c1)NCC1CCCO1 (configuration not stated),-3,-1,1,-0.8,-14,13,1,-21
COc1cccc(C2=NOC(C(=O)NCc3cccs3)C2)c1 (configuration not stated),-1,-6,1,-1.0,-3,13,1.1,-4
CCCCN(C)CCCNC(=O)CN1C(=O)COc2ccc(S(=O)(=O)N3CCOCC3)cc21,-1,1,0,-1.2,2,23,1.2,-10
Cc1ccc(C(=O)COC(=O)CNC(=O)c2ccc(Br)o2)cc1[N+](=O)[O-],1,-2,1,2.1,-26,21,0.97,-4
Cc1ccc(/C(O)=C2/C(=O)C(=O)N(CCN3CCOCC3)C2c2ccccn2)cc1 (configuration not stated),1,-11,-55,-1.1,1,11,0.93,-8
CCCc1cc2c(=O)c(-c3ccccn3)c(C)oc2cc1O,2,2,0,-0.3,8,-110,0.84,-1
c1ccc(CN2CCC(Nc3nc(-c4cccnc4)nc4ccccc34)CC2)cc1,-4,5,-54,0.4,-4,-99,1.1,15
CC(C)(C)OC(=O)NNC(=O)Nc1ccccc1C(F)(F)F,0,0,2,0.1,-15,14,0.92,-7

# Among those listed so far, 5 have a furan ring, fused or not:
SMILES,GRIN3A LBD mod,ATG4B inh,SENP1 FRET inh,MPTP block,PfG6PD inh,SENP8 block,hIAP act,SENP6 inh
Cc1ccc(CN(CC(=O)N/N=C/c2ccco2)S(=O)(=O)c2ccc(C)cc2)cc1,-10,12,-1,-0.1,13,7,1,4
O=C(CSc1ccc(-c2ccco2)nn1)NCCc1ccccc1,0,1,2,-1.3,3,-11,1.2,-16
Cn1c(=O)c2c(SCC(=O)NCc3ccco3)nc(CC(C)(C)C)nc2n(C)c1=O,0,-12,2,-0.7,-7,3,0.91,-2
COCCNC(=O)C(c1ccc(OC)cc1)N(Cc1ccco1)C(=O)CCC(=O)Nc1ccccn1 (configuration not stated),-2,-1,0,1.1,-6,6,0.97,-8
Cc1ccc(C(=O)COC(=O)CNC(=O)c2ccc(Br)o2)cc1[N+](=O)[O-],1,-2,1,2.1,-26,21,0.97,-4

# Three compounds from above, arranged by the value under SENP1 FRET inh, smallest number first:
compound	GRIN3A LBD mod	ATG4B inh	SENP1 FRET inh	MPTP block	PfG6PD inh	hIAP act	SENP6 inh
CC(C)CN(C(=O)CN1C(=O)NC2(CCc3ccccc32)C1=O)C1CCS(=O)(=O)C1 (configuration not stated)	-2	-1	-27	0.1	-10	0.86	-7
CCCc1cc2c(=O)c(-c3ccccn3)c(C)oc2cc1O	2	2	0	-0.3	8	0.84	-1
C=CCn1c(CCn2c3ccccc3c3ccccc32)n[nH]c1=S	1	6	2	-0.1	-6	1.2	-7

# Next section:
SMILES,GRIN3A LBD mod,ATG4B inh,SENP1 FRET inh,MPTP block,PfG6PD inh,SENP8 block,hIAP act,SENP6 inh
O=C(COC(=O)Cc1ccc(Cl)cc1)NCc1ccco1,2,-4,3,1.3,8,-14,1.2,-20
CC(=O)c1ccc(OCC(=O)OCC(=O)c2ccc(S(=O)(=O)N3CCCCC3)cc2)cc1,.,.,0,0.8,-9,1,.,.
O=C(CNC(=O)c1cccs1)OCc1ccc(Cl)cc1,-1,4,-2,0.9,-8,9,0.96,10
O=C(O)Cc1sc(=O)[nH]c1O,2,-3,0,-1.2,-3,9,.,.
CCCN(CCC)CCCNC(=O)c1ccc2c(Cl)c3c(nc2c1)CCC3,-2,-2,2,0.6,-8,19,0.96,14
Cc1ccc(-c2csc(/C=C3\SC(C)C(=O)N3CC(=O)Nc3ccccc3F)n2)cc1 (configuration not stated),5,-8,0,9.4,-4,3,1.1,-31
COC(=O)c1cc(-c2ccc(OC)cc2)on1,0,5,1,-0.2,-7,4,1,27
O=C(Nc1cccc(-c2nn[nH]n2)c1)c1ccc(Br)s1,7,-2,2,0.7,-23,5,1.2,34
N#Cc1c(-c2ccc(Cl)cc2)ccn2nc(CCC(=O)O)nc12,-5,3,-4,3.7,-22,-64,1.1,-21
Cc1nn(CC(=O)NNC(=O)c2cccc(Br)c2)c(C)c1[N+](=O)[O-],2,-8,3,0.6,-29,11,1.2,-17
Cn1c(=O)c2c(ncn2CC(=O)OCC(=O)Nc2ccccc2)n(C)c1=O,-1,-8,0,-5.1,1,1,1.1,0
Cc1ccc(S(=O)(=O)NCCC2=CCCCC2)cc1,2,13,2,-1.0,-1,5,0.87,-3
CC(=O)Nc1ccc(NC(=O)Cn2c(=O)n(-c3ccccc3)c(=O)c3oc4ccccc4c32)cc1,-1,0,0,2.4,-4,9,0.98,-13
CCN(C[C@H]1N[C@@](C)(C(=O)OC)[C@H]2C(=O)N(Cc3ccccc3)C(=O)[C@@H]12)C(=O)Nc1ccccc1,1,.,3,-1.4,-14,12,1.2,12
CCN(CC(=O)Nc1c(F)cccc1F)C(=O)C1COc2ccccc2O1 (configuration not stated),0,-2,1,-1.2,-1,6,1,3
CS(=O)(=O)c1ccc(S(=O)CC(=O)OCc2ccccc2)c([N+](=O)[O-])c1 (configuration not stated),0,-21,3,2.2,29,7,.,.
COc1ccccc1NC(=O)COC(=O)/C=C/c1ccccc1[N+](=O)[O-],0,9,0,-0.7,2,18,0.93,-8
N#Cc1ccc(-c2ccccc2)nc1SCCN1CCOCC1,1,-2,-17,1.6,4,-20,0.88,-11
Cc1cc(C=C2C(=O)c3ccccc3C2=O)c(C)n1-c1ccc(C(=O)O)cc1,2,-4,-25,-0.1,100*,-15,0.75,-5
CCC(C)NCCOCCOc1ccc(C)cc1OC (configuration not stated),0,-2,0,0.5,2,7,1,-14
CCc1ccccc1N(CC(=O)NCc1ccco1)C(=O)CCC(=O)Nc1ccccn1,-1,-10,1,2.1,-6,11,1.2,0
COc1cc(OC)c(NC(=O)CCCn2c(=O)oc3ccccc32)cc1Cl,-1,-3,0,0.7,7,17,1.2,7
CCCc1ccc(OCC(O)CN2CCN(CCO)CC2)cc1 (configuration not stated),1,-8,0,-0.3,2,0,0.93,5
COc1ccc(S(=O)(=O)Nc2ccc3c(c2)n(C)c(=O)n3C)cc1F,-2,5,-4,-1.6,5,7,1.1,-8
Cc1ccc(/C(N)=N/OC(=O)c2cccc(Cn3cc(C(F)(F)F)ccc3=O)c2)cc1,-6,-10,2,2.0,25,13,0.99,-3
NC(=O)C1CCN(C(=O)CN(C2CCCCC2)S(=O)(=O)c2ccc(F)cc2)CC1,5,-3,-1,-0.2,4,6,0.89,-3
Cc1ccc(NC(=O)CN(C)CC(=O)Nc2c(C)cccc2C)c(Br)c1,-1,-12,-1,3.0,-8,16,0.85,-15
C=CCNC(=O)C12CCC(C)(C(=O)[C@H]1Br)C2(C)C (some centres not stated),0,-8,0,-0.5,-6,9,0.91,-11
CCCCn1c2nc3ccccc3nc2c2c(=N)oc(C)nc21,-1,-14,-35,0.3,28,-306,.,.
CC(NC(=O)c1ccc2nc[nH]c2c1)c1ccccc1 (configuration not stated),0,-3,-1,1.3,7,15,2.4*,-9
CCOC(=O)Cn1nnnc1CN(Cc1cccs1)Cc1cc2cc(C)ccc2[nH]c1=O,2,-11,-1,0.0,0,-50,1.1,-11
CCN(CC)Cc1c(C(=O)N/N=C/c2ccco2)nnn1-c1nonc1N,-2,2,1,-0.4,-23,16,1.2,-2
Cc1cc(OCC(=O)Nc2ccncc2)cc(C)c1Br,-3,3,-2,91*,7,30,0.87,-5
Cc1ccc(C(=O)OCC(=O)NCCc2ccccc2)cc1S(=O)(=O)N1CCOCC1,0,-1,-1,-2.0,-17,6,0.97,-19
CCOc1ccc(NC(=O)C(CC(=O)O)Cc2ccc(Br)cc2)cc1 (configuration not stated),-2,3,3,3.3,-9,11,1.2,0
CSc1ccc(NC(=O)CSc2nc3[nH]c(=O)cc(O)c3s2)cc1,14*,4,-23,2.6,-16,-7,1,-1

# From PubChem BioAssay
